Bioassay records: PubChem, National Center for Advancing Translational Sciences (NCATS)
PTHR1 agonist – agonists of human PTHR1 parathyroid hormone receptor. Q03431. HEK293 GP2 PTHR1 cells, GloSensor cAMP luminescence, 1 h. Potency, µM (titrated, usually from 115 µM), without a hit: at the highest dose activation, actives largely listed as activators. 410,000 compounds, 0.075% hits; further: potency means the concentration at half of the fitted maximal effect; nearly all actives have a fitted effect of over 55% in size; some results filed as inactive show a strong effect at the top dose; inactives centre near -15; many of its hits are not listed in these tables
Target sequence (Q03431 whole entry, looked up): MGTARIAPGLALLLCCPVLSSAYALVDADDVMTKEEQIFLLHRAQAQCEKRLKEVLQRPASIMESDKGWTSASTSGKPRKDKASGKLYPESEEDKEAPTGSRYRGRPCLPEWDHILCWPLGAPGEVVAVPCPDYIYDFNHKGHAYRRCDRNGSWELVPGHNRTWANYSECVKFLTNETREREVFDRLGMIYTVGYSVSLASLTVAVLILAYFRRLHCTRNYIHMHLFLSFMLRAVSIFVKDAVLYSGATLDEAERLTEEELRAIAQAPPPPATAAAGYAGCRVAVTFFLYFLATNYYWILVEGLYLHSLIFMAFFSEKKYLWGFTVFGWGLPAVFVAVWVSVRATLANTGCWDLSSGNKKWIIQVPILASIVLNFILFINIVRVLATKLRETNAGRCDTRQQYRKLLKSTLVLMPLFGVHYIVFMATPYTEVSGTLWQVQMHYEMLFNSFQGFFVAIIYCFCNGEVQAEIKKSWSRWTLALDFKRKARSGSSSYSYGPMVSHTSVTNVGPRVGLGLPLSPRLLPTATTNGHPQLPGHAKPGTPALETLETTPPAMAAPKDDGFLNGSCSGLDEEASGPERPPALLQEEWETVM
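HEK-293-derived GP2 cells expressing PTHR1 and a GloSensor cAMP reporter, 3,000/well, plated overnight, given luciferin plus IBMX (each 0.5 mM as added) for 1 h at 37 °C, then compound for 1 h at 37 °C. Luminescence was read after 15 min at room temperature.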
aSyn rescue – rescues yeast growth from alpha-synuclein toxicity | 370,000 compounds, 0.14% hits | Yeast expressing alpha-synuclein, growth rescue, BacTiter-Glo, 24 h | Potency, µM (highest dose often 46.1 µM), inactives show at the highest dose growth rescue (activation), usual class: activators | AID 652106; further: potency means the concentration at half of the fitted maximal effect; % of control where 0% means no effect; nearly all actives have a fitted effect of over 65% in size
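Galactose-induced alpha-syn yeast (OD600=0.02, raffinose-pregrown) + pinned cpd, 24 hr, 30 deg C; growth by BacTiter-Glo luminescence. Growth restoration scores as activation.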
Mm-Cpn inhibitor – M. maripaludis TRiC chaperonin inhibition; AID 504842; 330,000 compounds, 0.031% hits; purified Mm-Cpn ATPase, ADP Transcreener TR-FRET; Potency, µM (top dose mostly 76.9 µM), inactives show at the top dose activity, negative = inhibition, usual class: inhibitors; further: potency means the concentration at half of the fitted maximal effect; on the % scale 0 is the no-effect control and ±100 the full control effect; nearly all actives have a fitted effect of over 80% in size
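Compound-treated chaperonin, 25 nM final, turns over 10 uM ATP at 37°C for 30 min following a 10 min preincubation; ADP generated competes with ADP-d2 for Eu-cryptate antibody, lowering FRET.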
Abeta rescue – A-beta toxicity reversal in yeast; yeast expressing A-beta42, growth rescue, OD600, 48 h; response scale: 0% DMSO, 100% iron-clioquinol control; Potency, µM (doses to about 46.1 µM), for inactives: top-dose growth rescue, hits mostly activators; 410,000 compounds, 0.063% hits; AID 1347071; further: potency means the concentration at half of the fitted maximal effect; nearly all actives have a fitted effect of over 55% in size
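Growth rescue measured by 600 nm absorbance after 48 h yeast culture at 30 C with compound. Values normalized between DMSO and an equimolar ferric chloride plus clioquinol control.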
GLP1R inv ag – GLP-1 receptor (human) inverse agonism. P43220. HEK293 GLP-1R CRE-luciferase, luminescence, 24 h; GLP-1R form is constitutively active. Potency, µM (top dose mostly 38.3 µM), for the others: at the top dose activity change, negative = inhibition, hits mostly inhibitors. 410,000 compounds, 1.6% hits; further: potency means the concentration at half of the fitted maximal effect; on the % scale 0 is the no-effect control and ±100 the full control effect; nearly all actives have a fitted effect of over 55% in size
Target sequence (P43220 whole entry, looked up): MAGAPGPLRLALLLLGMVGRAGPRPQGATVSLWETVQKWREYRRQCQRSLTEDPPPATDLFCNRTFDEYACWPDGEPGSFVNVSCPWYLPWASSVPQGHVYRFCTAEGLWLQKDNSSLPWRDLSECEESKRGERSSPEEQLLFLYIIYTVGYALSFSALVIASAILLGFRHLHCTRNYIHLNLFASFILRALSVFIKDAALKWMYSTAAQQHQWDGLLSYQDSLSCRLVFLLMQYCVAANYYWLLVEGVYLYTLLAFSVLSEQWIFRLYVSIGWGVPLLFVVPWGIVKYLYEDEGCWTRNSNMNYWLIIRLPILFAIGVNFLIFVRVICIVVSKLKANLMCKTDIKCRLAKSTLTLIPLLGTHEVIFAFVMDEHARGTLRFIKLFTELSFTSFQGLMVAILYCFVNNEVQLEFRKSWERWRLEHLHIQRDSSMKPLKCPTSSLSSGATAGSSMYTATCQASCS
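qHTS in 1536-well format: reporter HEK293 cells expressing constitutive GLP-1R activity in DMEM + 10% Nu serum, 24 hr with compounds at 37 deg C, luminescence read after 12 min with detection reagent.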
GLP1R cytotox – cytotoxicity counter-screen for GLP-1 receptor inverse agonists. HEK293 cAMP-luciferase reporter cells, luminescence, 24 h. 410,000 compounds, 0.13% hits. Potency, µM (titrated, usually from 38.3 µM), for the others: top-dose activity change, negative = inhibition, usual class: inhibitors;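 further: loss of luciferase light is scored as toxicity; potency means the concentration at half of the fitted maximal effect; on the % scale 0 is the no-effect control and ±100 the full control effect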
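MLSMR compounds, 24 hr on cells at 37 deg C/5% CO2; luminescence after luciferase reagent (12 min RT). Inhibition counted as the undesired cytotoxic outcome.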
FUS yeast rescue – rescues growth of FUS-expressing yeast. S. cerevisiae FUS-expressing, growth rescue, OD600, 24 h. Potency, µM (highest dose often 76.6 µM), for inactives: at the highest dose growth rescue (activation), actives largely listed as activators. 390,000 compounds, 0.24% hits. AID 1347120;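 further: potency means the concentration at half of the fitted maximal effect; plate controls were DMSO vehicle for no effect and reference control for full effect; nearly all actives have a fitted effect of over 55% in size; some results filed as inactive show a strong effect at the top dose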
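Yeast expressing FUS under galactose induction, OD 0.005 in 2% galactose medium; compounds in a dilution series, 24 h at 30C. Growth rescue by absorbance at 600 nm; CP55940 positive control, DMSO negative.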
pAkt inh – inhibitors of Akt phosphorylation. Neuro2A IGF-stimulated pAkt S473 HTRF, 20 min; stronger effect = lower value. activity change, % for hits at 50 µM. 360,000 compounds, 0.32% hits; in the data active means activity change below about -80%; inconclusive means mostly about -51% to -80%; further: on the % scale 0 is the no-effect control and ±100 the full control effect
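Neuro2A cells in DMEM with 0.5% FBS, overnight at 37 deg C, given compound at single 50 µM final, then IGF (6 nM final) for 20 min at 37 deg C. Lysed; phospho-Akt Ser473 by HTRF after 24 h, 665/615 ratio.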
TDP43 rescue – rescues yeast growth from TDP-43 toxicity | TDP-43 expressing yeast growth rescue, BacTiter-Glo, 24 h | Potency, µM (titrated, usually from 46.1 µM), for inactives: top-dose growth rescue (activation), hits mostly activators | 410,000 compounds, 1.8% hits | AID 652104; further: potency means the concentration at half of the fitted maximal effect; % of control where 0% means no effect; nearly all actives have a fitted effect of over 50% in size
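Readout is BacTiter-Glo luminescence of cell growth, so inhibitors register as activators. TDP-43-expressing yeast at OD600=0.02 in galactose medium, after raffinose pregrowth to mid-log, were incubated with compound for 24 hr at 30 deg C.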
Numbers without * were called inactive; i = inactive; ? = inconclusive; · = no result given; & = joins results of further samples; [ ] = remark or other dose. Unless noted, the call rests on the fitted dose curve; in most records, active means well fitted curve in the direction sought with a large enough effect; inconclusive means small, poorly fitted or top-dose-only effect, or another doubt; inactive means no such curve, though single readings can be large; an effect the other way counts as inactive or inconclusive. Only part of the results is shown, so the mix of outcomes need not match the whole.

SMILES | PTHR1 agonist | aSyn rescue | Mm-Cpn inhibitor | Abeta rescue | GLP1R inv ag | GLP1R cytotox | FUS yeast rescue | pAkt inh | TDP43 rescue
O=C(C1CC1)N1N=C(c2cccc(Br)c2)CC1(O)C(F)(F)F (stereo unspecified) | -41%[inhibitor] | -8% | -2% | 5% | ? | ? | 33% | i | ?
CCS(=O)(=O)N1CCc2cc(C(=O)Nc3cccc(NC(C)=O)c3)ccc21 | ? | · | · | -11% | -8% | -3% | 16% | · | 5%
Cc1nc(-c2cccc(NS(C)(=O)=O)c2)cs1 | -13% | 1% | -1% | 12% | 5% | 13% | 21% | i | -6%
CCOC(=O)CCCNC(=O)CCCNC(=O)C(c1ccccc1)c1ccccc1 | -13%[57.5 µM] | 7% | -16% | 7% | 7% | -3% | 6% | i | -23%
O=c1oc2ccc(Br)cc2cc1-c1nc(-c2ccccc2)no1 | i | · | · | -5% | 23% | 2% | 2% | · | 11%
Cc1ccc(S(=O)(=O)Nc2ccccc2F)cc1C(=O)NCCCN1CCCC1=O | i | -2% | -5% | -18% | 16% | 2% | 9% | i | 3%
CCCCNC(=O)Cn1cnc2sc(C(=O)OCC)c(C)c2c1=O | i | 0% | 2% | -7% | 9% | -22% | 24% | i | -10%
Cc1ccc2[nH]c(C(=O)N3CCOCC3)cc2c1 | i | -8% | -2% | 5% | -14% | -2% | -1% | i | -3%
O=C(c1ccc([N+](=O)[O-])cc1)N1CCN(c2cccc3[nH]ccc23)CC1 | -13% | 1% | -1% | -4% | -29% | -11% | 14% | i | -1%
Cc1nc(N2CCOCC2)c2c(C(=O)N3CCN(c4ccccc4F)CC3)c(C)oc2n1 | 20% | · | · | -9% | 11% | 15% | -1% | · | 23%
CCC(C)n1c(OC)nc2c1c(=O)n(C)c(=O)n2C (stereo unspecified) | i | 16% | 2% | -15% | 14% | -25% | 10% | i | 6%
COc1cc2ccccc2cc1C(=O)N1CCN(c2ccccn2)CC1 | i | -11% | -3% | -5% | 15% | -13% | -1% | i | 12%

A portion from the list above:
SMILES | PTHR1 agonist | aSyn rescue | Mm-Cpn inhibitor | Abeta rescue | GLP1R inv ag | GLP1R cytotox | FUS yeast rescue | pAkt inh | TDP43 rescue
CCC(C)n1c(OC)nc2c1c(=O)n(C)c(=O)n2C (stereo unspecified) | i | 16% | 2% | -15% | 14% | -25% | 10% | i | 6%
COc1cc2ccccc2cc1C(=O)N1CCN(c2ccccn2)CC1 | i | -11% | -3% | -5% | 15% | -13% | -1% | i | 12%

Returning to the listing, repeating the two entries before the break.
SMILES | PTHR1 agonist | aSyn rescue | Mm-Cpn inhibitor | Abeta rescue | GLP1R inv ag | GLP1R cytotox | FUS yeast rescue | pAkt inh | TDP43 rescue
CCC(C)n1c(OC)nc2c1c(=O)n(C)c(=O)n2C (stereo unspecified) | i | 16% | 2% | -15% | 14% | -25% | 10% | i | 6%
COc1cc2ccccc2cc1C(=O)N1CCN(c2ccccn2)CC1 | i | -11% | -3% | -5% | 15% | -13% | -1% | i | 12%
O=C1OCCN1C(=O)[C@H]1[C@H](c2ccc(F)cc2)C(c2ccc(F)cc2)=NN1c1ccccc1 | i | ? | -1% | 9% | ? | 71%[activator] | 21% | i | ?
CCSc1nc(=S)n(CC)c(C)c1C(C)=O | i | 4% | · | 5% | 37%[activator] | 0% | 20% | · | -11%
O=C(NCCc1ccccc1)C1CCCN(C(=O)Nc2ccc(F)cc2)C1 (stereo unspecified) | 5% | 9% | 1% | 5% | ? | -1% | -7% | i | 10%
CCC(=O)N1CCc2cc(CNC(=O)Cc3ccc(F)cc3)ccc21 | -5% | · | · | -11% | 10% | -1% | 13% | · | 14%
COc1cccc(CNS(=O)(=O)c2ccc3c(c2)CC(C)N3C(C)=O)c1 (stereo unspecified) | -1% | 5% | -2% | 7% | 9% | -6% | -2% | i | 21%
CCn1cc(C(=O)N[C@@H](CCSC)C(=O)NCCCN2CCOCC2)c(=O)c2cc3c(cc21)OCO3 | -17% | 1% | 0% | -1% | 56%[activator] | 15% | 5% | i | 4%
CC1CCN(C(=O)CN2C(=O)NC3(CCCc4ccccc43)C2=O)CC1 (stereo unspecified) | 7% | -3% | -2% | 6% | -15% | 12% | 2% | i | -22%
COc1ccc(C2=NCC(CSc3nccc(=O)[nH]3)S2)cc1 (stereo unspecified) | -76% | 4% | ? | 6% | 42%[activator] | 1% | 7% | i | -8%
Cc1ccc(S(=O)(=O)NC(=NC(C)C)c2ccccc2)cc1 | i | 2% | -1% | 7% | -7% | -10% | -48%[inhibitor] | i | 20%
O=C(O)c1ccccc1NC1CCCCC1NS(=O)(=O)c1ccccc1 (stereo unspecified) | i | 2% | -1% | -4% | ? | -11% | 10% | i | 15%
COc1ccccc1-c1nc(C#N)c(N2CC(C)CC(C)C2)o1 (stereo unspecified) | -7% | 2% | -6% | -8% | -13% | 5% | -16% | i | 21%
O=C(Nc1cccc(S(=O)(=O)N2CCCC2)c1)c1ccc2ccccc2n1 | -24% | -7% | -2% | -19% | ? | -9% | -8% | i | ?
O=C(CC1N=C2c3ccccc3N=C(SCc3ccc(Cl)cc3)N2C1=O)NCc1cccs1 (stereo unspecified) | 13% | · | · | -5% | -11% | -5% | -24% | · | ?
CCOc1ccc(C2/C(=C(\O)c3ccc4c(c3)OCCO4)C(=O)C(=O)N2Cc2cccnc2)cc1OCC (stereo unspecified) | i | -14% | -1% | -5% | 37%[activator] | 0% | 18% | i | -11%
O=C(c1ccccn1)N1CCCC(N2CCN(c3ccc(F)cc3)CC2)C1 (stereo unspecified) | -1% | 0% | 4% | 1% | 4% | -2% | -11% | i | -16%
O=C1CSC2(CCCCC2)N1CCO | -16%[57.5 µM] | -10% | -2% | 3% | -4% | 3% | 12% | i | -14%
Cc1ccc(SCC(=O)NN=C2CCN(C)CC2)cc1 | i | 2% | 2% | 6% | 3% | -9% | 4% | i | 2%
CCCCn1c(SCC(=O)NCc2ccco2)nc2c(sc3ccccc32)c1=O | i | -9% | -14% | -1% | 6% | 2% | 10µM* | i | 0%
Cc1ccc(C(=O)CC(C(=O)O)n2cncn2)cc1 (stereo unspecified) | i | 10% | -1% | 23% | 5% | 12% | 6% | i | 15%
CCOC(=O)c1scc(-c2ccccc2)c1S(=O)(=O)N1CCN(c2ccc(Cl)cc2)CC1 | -28% | · | · | -2% | ? | 0% | 30% | · | 17%
CCCCOc1ccc(C2C(=O)N(C3CCCCC3)CC(=O)N2CCCC)cc1 (stereo unspecified) | i | · | · | -3% | -15% | -13% | ? | · | 0%
COc1cc(NC(=O)Cn2c(C)cc3ccccc3c2=O)cc(OC)c1OC | -3% | 1% | 1% | 4%&19% | 5%&10% | -11%&-9% | 0%&29% | i | 11%&11%
CC(C)c1ccc(NC(=O)C(c2ccccc2)N2CC(=O)Nc3ccccc32)cc1 (stereo unspecified) | -29% | 1% | ? | -23% | ? | -16% | 6% | i | -8%
Clc1cccc(CN2CCCCCC2)c1Cl | i | 2% | 1% | 9% | -7% | -1% | -2% | i | 13%
Brc1ccc2c(c1)OCCOCCOCCOCCOCCOCCO2 | -14% | -12% | 1% | -8% | ? | -11% | · | i | 0%
COc1ccc(OC)c(NC(=O)c2c(NCc3ccc(N(C)C)cc3)sc3c2CCCC3)c1 | -14% | · | · | 5% | ? | -9% | ? | · | 4%
COc1cc(C(=O)NC2CCN(C)CC2)ccc1Nc1ncc2c(n1)N(C1CCC(O)CC1)CCC(=O)N2C (stereo unspecified) | 2% | 0% | -1% | 2% | -8% | 11% | -17% | i | -4%
O=c1[nH]c(NCCO)c(N=Cc2ccccc2)c(=O)[nH]1 | i | 2% | · | -2% | 6% | 17% | -8% | i | 7%
Oc1csc(Cc2nc(-c3ccc(Br)cc3)cs2)n1 | -11% | 0% | 0% | -13% | 9% | -9% | 12% | i | -22%
COc1ccc(NC(=O)c2csc3c2CCCC3)cc1 | -36%[inhibitor] | 0% | 0% | 11% | -11% | 0% | 20% | i | -8%
CC1=NN(C(C#N)c2ccccc2)C(C)(C)C1 (stereo unspecified) | i | 6% | -2% | -8% | 5% | 4% | -3% | i | 13%
C#CCOCCOCCOCCNc1nc(N2CCN(C(=O)[C@H](CCCCN)n3cc(CN)nn3)CC2)nc(N2CCN(C(=O)[C@H](CO)n3cc([C@@H](N)C(C)C)nn3)CC2)n1 | 16% | -4% | -2% | 5% | -1% | -4% | -6% | i | -7%
Cc1ccc(NC(=O)CSc2nnnn2-c2cccnc2)c(C)c1 | -5% | 5% | -2% | 2% | -6% | 4% | 12% | i | 2%
COc1ccc(C(=O)c2c(N)sc3c2CCN(C)C3)cc1 | i | 7% | 1% | -37%[inhibitor] | 0% | 3% | 4% | i | -1%
O=C(NCc1ccccc1)C(c1cccnc1)N(C(=O)c1ccccn1)c1ccc(F)cc1 (stereo unspecified) | i | 2% | -2% | 13% | 2% | 4% | 16% | i | -8%
CC(C)OC(=O)CSc1nnc(-c2ccc(Cl)cc2)n1N | i | 12% | -3% | -6% | -3% | -19% | 4% | i | -12%
O=C(Nc1ccc(F)cc1)OCCN1CCN(Cc2ccccc2)CCC1=O | -29% | -3% | -1% | -8% | ? | 2% | -31% | i | 18%
CCCn1c(=O)[nH]c(=O)c2c1nc(-c1ccc(OC(F)(F)C(F)C(F)(F)F)cc1)n2CCOC (stereo unspecified) | -37%[inhibitor][57.5 µM] | 2% | -8% | -7% | -23% | 2% | 14% | i | -13%
CCN(CC(=O)c1c(N)n(C)c(=O)n(C)c1=O)c1cccc2ccccc12 | -19% | 4% | -17% | 5% | ? | -2% | 7% | i | 17%
